GPR151 ag: activators of human GPR151, primary screen, cell-based, PathHunter beta-arrestin, luminescence; G-protein coupled receptor 151 (Homo sapiens), Q8TDV0; PathHunter beta-arrestin GPR151 cells; activation, % at 11.2 µM; actives 1% (n = 650,000); AID 1508602, 2020; in the data active = activation above about 4.9%;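 also: 0% = median of compound wells and 100% = cells with positive control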
TEAD-YAP block: TEAD-YAP interaction inhibition, primary screen, TEAD-YAP interaction inhibitor project, luminescence, HEK-TIYL cells | TEAD-Gal4/YAP UAS-luciferase luminescence | inhibition, % at 9.12 µM | actives 1.4% (n = 640,000) | AID 1259422, 2018; in the data active = inhibition above about 32%;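 also: 0% = median of test compound wells and 100% = reference inhibitor wells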
FBW7 activator: FBW7 E3 ligase activators, primary screen, biochemical, AlphaScreen, human; F-box/WD repeat-containing protein 7 (Homo sapiens), Q969H0; AlphaScreen FBW7–phospho-cyclin E peptide binding, activator screen; normalized activity (activation), % at 26.1 µM; actives 0.13% (n = 650,000); in the data active = normalized activity above about 1.9%;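 also: purified mutant Fbw7 with reduced substrate affinity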
Target sequence (Q969H0 whole entry, looked up): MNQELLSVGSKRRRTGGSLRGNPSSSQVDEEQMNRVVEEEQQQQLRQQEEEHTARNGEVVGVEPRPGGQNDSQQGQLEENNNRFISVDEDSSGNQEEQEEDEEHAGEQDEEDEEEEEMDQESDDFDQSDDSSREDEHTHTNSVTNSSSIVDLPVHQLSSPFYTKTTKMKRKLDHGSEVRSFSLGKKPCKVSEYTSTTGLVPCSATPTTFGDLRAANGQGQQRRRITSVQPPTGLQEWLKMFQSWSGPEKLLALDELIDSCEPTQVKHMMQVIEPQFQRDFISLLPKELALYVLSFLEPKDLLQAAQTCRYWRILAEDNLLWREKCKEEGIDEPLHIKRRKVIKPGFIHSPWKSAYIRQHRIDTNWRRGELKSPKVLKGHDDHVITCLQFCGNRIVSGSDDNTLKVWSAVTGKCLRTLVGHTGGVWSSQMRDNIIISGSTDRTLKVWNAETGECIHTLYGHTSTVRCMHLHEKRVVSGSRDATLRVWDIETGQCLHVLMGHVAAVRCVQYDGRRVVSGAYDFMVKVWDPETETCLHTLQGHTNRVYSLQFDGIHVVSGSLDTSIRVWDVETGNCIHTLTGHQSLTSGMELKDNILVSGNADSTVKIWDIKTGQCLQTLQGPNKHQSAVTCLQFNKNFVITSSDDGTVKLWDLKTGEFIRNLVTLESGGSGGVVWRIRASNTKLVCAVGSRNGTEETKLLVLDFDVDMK
MITF inh: MITF inhibitors, primary screen, biochemical, AlphaScreen, human. Microphthalmia-associated transcription factor (Homo sapiens), O75030. AlphaScreen MITF homodimerization, bead proximity signal. inhibition, % at 2.6 µM. actives 0.91% (n = 650,000). AID 1259374, 2018; in the data active = inhibition above about 50%;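 also: 0% = vehicle wells with protein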
* marks the source's active call; other numbers are inactive results; & = joins results of further samples.

Start of the listing, in advance:
SMILES	GPR151 ag	TEAD-YAP block	FBW7 activator	MITF inh
COc1ccc(C2C=C(c3ccc(F)cc3)Nc3nc(CCCO)nn32)cc1 (stereo unspecified)	-0.6	2	0.0	-10
Clc1cccc(CSc2nc(Nc3ccc4c(c3)OCO4)c3ccccc3n2)c1	0.4	-10	0.7	7
Cc1ccc(/C(N)=N/OC(=O)c2ccc(I)cc2)cc1	-1.1	-14	0.0	-5

The listing, from the first entry:
SMILES	GPR151 ag	TEAD-YAP block	FBW7 activator	MITF inh
COc1ccc(C2C=C(c3ccc(F)cc3)Nc3nc(CCCO)nn32)cc1 (stereo unspecified)	-0.6	2	0.0	-10
Clc1cccc(CSc2nc(Nc3ccc4c(c3)OCO4)c3ccccc3n2)c1	0.4	-10	0.7	7
Cc1ccc(/C(N)=N/OC(=O)c2ccc(I)cc2)cc1	-1.1	-14	0.0	-5
Cc1cccc2c1[nH]c1nc(N/N=C/c3ccc(O)c([N+](=O)[O-])c3)nnc12	0.2	6	0.0	0
COc1ccc(OCC(=O)N/N=C(/CCC(=O)O)C(=O)O)cc1	-2.3	5	-0.2	-8
CCC(C)NC(=O)CC(NS(=O)(=O)c1ccc(C)cc1)c1ccco1 (stereo unspecified)	-2.1	8	0.5	4
NS(=O)(=O)c1ccc(CN=Cc2ccc([N+](=O)[O-])cc2)cc1	1.6	0	0.6	11
CC(=O)NC(Nc1sc2c(c1C(N)=O)CCC2)(C(F)(F)F)C(F)(F)F	1.5	6	0.0	-2
CCN(CC)C(=O)CSc1nc2ccccc2c(=O)n1C1CCCCC1	-1.8	15	0.1	12
Cc1ccc(NS(=O)(=O)c2cccc([N+](=O)[O-])c2)cc1C	3.7	3	-0.1	3
O=C(NCc1ccc2c(c1)OCO2)c1c[nH]n2c(=O)c3c(nc12)CCC3	0.7	6	0.2	15
Cc1nnc(NC(=O)Nc2ccccc2F)s1	-5.7	-37	0.7	2
CC(C)(C)NC(=O)NC(=O)CN1CCN(c2ccc(O)cc2)CC1	-0.6	-6	0.0	-4
Clc1ccccc1-c1nc(Cc2ccccc2)no1	0.1	-54	0.1	-6
CO[C@H]1[C@H](NC(=O)c2cccs2)c2ccccc2C12CCN(CC1CC1)CC2	-0.1	-2	-0.2	-11
CCOC(=O)C(O)C1CCCCC1=O (stereo unspecified)	-0.2	12	0.0	-2
O=C(O)CCC(=O)N1CCC2(CC1)OCc1cc(F)ccc1O2	3.2	-6	0.7	16
Cc1cccc(NC(=O)Cn2cnc3c(sc4cccc(F)c43)c2=O)c1	-0.3	-7	-0.1	-6
Cc1cccnc1C(NC(=O)C1CCN(C(=O)N(C)c2ccccc2)CC1)c1ccccc1 (stereo unspecified)	-1.3	-6	1.4	11
Cc1nn(C)c(C)c1NC(=O)CCCC(=O)c1ccccc1	-0.9	6	1.1	16
COCCNC(=O)c1ccc(N2CC3CC(C2)c2cccc(=O)n2C3)c(NC(=O)c2cccs2)c1 (stereo unspecified)	-0.2	-5	-0.2	2
COc1ccc(NC(=O)c2cc(-c3ccc(OC)c(OC)c3)on2)cc1OC	4.1	3	0.0	3
O=C1OC(/C=C/c2ccc([N+](=O)[O-])cc2)=NC/1=C/c1ccc(Br)cc1	0.8	-1	0.1	5
CCCNc1nc(N(CC)CC)nc(N2CCN(Cc3ccc4c(c3)OCO4)CC2)n1	0.0	11	-0.1	4
COC(=O)c1cc(C(=O)NC(C)CCc2ccccc2)cc([N+](=O)[O-])c1 (stereo unspecified)	-0.7	-10	0.1	5

Structures shown so far containing an aryl methoxy group (3):
SMILES	GPR151 ag	TEAD-YAP block	FBW7 activator	MITF inh
COc1ccc(C2C=C(c3ccc(F)cc3)Nc3nc(CCCO)nn32)cc1 (stereo unspecified)	-0.6	2	0.0	-10
COc1ccc(OCC(=O)N/N=C(/CCC(=O)O)C(=O)O)cc1	-2.3	5	-0.2	-8
COc1ccc(NC(=O)c2cc(-c3ccc(OC)c(OC)c3)on2)cc1OC	4.1	3	0.0	3

(continued)
SMILES	GPR151 ag	TEAD-YAP block	FBW7 activator	MITF inh
CSCCOC(=O)COc1ccc(/C=N/NC(=O)C(C)SCc2ccccc2)cc1 (stereo unspecified)	-0.5	-4	0.1	-3
Fc1ccc(Nc2nc(SCc3ccccc3Cl)nc3ccccc23)cc1	-1.8	1	-0.1	5
COc1ccc(Cn2c(C)nc3cc(NC(=O)NCc4ccccc4)c(C)nc32)cc1	-0.2	1	0.0	7
Cc1ccn2c(C(=O)N3CC(C)CC(C)C3)c(C)nc2c1 (stereo unspecified)	-0.2	4	0.3	16
COc1cc(C)c(S(=O)(=O)N2CCN(c3ccc(-n4nc(C)cc4C)nn3)CC2)cc1C	2.1	13	-0.2	2
COC(=O)c1cccc(NC(=O)COc2cccc([N+](=O)[O-])c2)c1	-1.1	-17	-0.1	6
NS(=O)(=O)c1ccc(S(=O)(=O)Nc2ccccc2F)cc1	0.5	9	0.4	12
Cc1ccc(N2C(=O)NC3CC2(C)Oc2ccc(C)cc23)cc1 (stereo unspecified)	-0.4	4	0.0	-6
CCOC(=O)C1=C(C)N=c2s/c(=C\c3ccc(-c4cc(Cl)ccc4Cl)o3)c(=O)n2C1c1ccc(OC)c(OC)c1 (stereo unspecified)	0.2	-8	0.1	8
O=C(COc1ccccc1)N/N=C\c1cc(Br)cc(Br)c1O	-1.0	21	-0.7	11
CSC1=C(C#N)C(C)CC(=O)N1 (stereo unspecified)	-2.3	-10	0.0	20
CCOc1ccc(CCNC(=O)C2CC(C)=CCC2C(=O)O)cc1OCC (stereo unspecified)	-0.1	1	0.0	41
CCOCCCn1c(SCC(=O)NCCOC)nc2ccccc2c1=O	1.8	-8	0.0	-46
CCN(C(=O)Cn1ncc2c1-c1cc(C)ccc1OC2)c1cc(OC)ccc1OC	2.9	10	0.2	70*
COCCNC(=O)CN(c1ccccc1Cl)S(=O)(=O)c1ccc(C)cc1	1.0	13	0.0	6
COc1ccccc1N1CCN(C(=O)c2ccc(N3CC4CC(C3)c3cccc(=O)n3C4)c(NC(=O)c3ccc(F)cc3)c2)CC1 (stereo unspecified)	0.6	4	-0.1	-4
CCOC(=O)CC(=O)CSc1nc(C)c2cc(C)c(C)cc2n1	-0.1	-17	-0.4	-9
CC(C)n1cnc2c(NC3CCN(Cc4ccccc4)CC3)nc(Nc3ccc(C(F)(F)F)cc3)nc21	-1.2	-6	-0.1	-1
COc1ccc(C2(NC(=O)c3cnccn3)CCCC2)cc1	0.6	4	0.1	0
Cc1ccc2cccc(S(=O)(=O)Nc3ccc(C(=O)O)cc3)c2n1	-2.0	1	0.1	-1
COCCNC(=S)N1CCc2cc(OC)c(OC)cc2C1COc1ccc(OC)cc1 (stereo unspecified)	-0.3&-0.9	-6&-3	0.0&0.0	14&4
CCOc1ccc(C(=O)Nc2c3c(nn2-c2ccc(F)cc2)CSC3)cc1	0.0	5	0.0	-3
COc1cc2nc(Nc3nc(C)c(C(C)=O)s3)sc2cc1OC	-1.3	8	0.0	-15
Cn1nccc1C(=O)N1CCC[C@@H]2CN(C(=O)Cc3ccc(F)cc3)CC[C@H]21	-1.3	6	0.0	-16
O=C(NCCc1nnc2ccc(SCc3c(F)cccc3Cl)nn12)c1ccc(F)cc1	-1.7	13	0.1	20
Continuation:
SMILES	GPR151 ag	TEAD-YAP block	FBW7 activator	MITF inh
COC(=O)c1ccc(-c2cc(Cl)cc3c2OC(CNC(=O)C2=NNC(=O)CC2)C3)cc1 (stereo unspecified)	-1.2	-4	0.0	1
Cn1c(SCC(=O)N2CCCCCC2)nnc1-c1c[nH]c2ccccc12	-0.9	4	0.1	14
O=C(CCN1CCN(c2ccccc2F)CC1)Nc1ccc(F)cc1	-1.1	-5	0.0	1
COC(=O)c1cc(NS(=O)(=O)c2ccc(Cl)c([N+](=O)[O-])c2)cc(C(=O)OC)c1	-0.5	-8	0.2	1
CCn1c(-c2ccc[nH]c2=O)nc2ccccc21	-0.3	4	-0.1	4
Cc1cc(OCC(=O)NNC(=O)Cc2c(Cl)cccc2Cl)no1	1.9	13	0.0	0
CCOc1ccc(-n2c(=S)sc3c(=O)n(-c4ccccc4)c(SCc4ccccn4)nc32)cc1	-0.1	3	0.2	12
COc1ccc(CNc2ccc3c(c2)ncn3C)c(OC)c1	-0.9	-55	-0.2	-4
CCCCOc1ccc(NC(=O)c2sc3nc4c(c(-c5ccc(C)o5)c3c2N)CCCC4)cc1	-0.3	-1	-0.2	-5
COc1ccc(C2CC(C(F)(F)F)n3nc(C(=O)Nc4ccc(Cl)cc4Cl)cc3N2)cc1OC (stereo unspecified)	-0.9	-8	0.0	-1
Cc1n[nH]c(C)c1S(=O)(=O)Nc1cccc(C(F)(F)F)c1	1.0	-1	-0.1	2
CCCC(c1nnnn1C1CCCC1)N1CCN(C)CC1 (stereo unspecified)	-0.6	1	-0.3	5
Cc1cc(-c2nc(-c3ccc(NC(=O)c4cccc(Cl)c4)cc3)no2)ccc1[N+](=O)[O-]	-0.4	-5	-0.1	15
C=CCn1c(SCC(=O)O)nnc1-c1cccc([N+](=O)[O-])c1	-0.2	2	0.1	-2
COc1ccc(NC(=O)c2nn3c(c2Cl)NC(c2cccs2)CC3C(F)(F)F)c(OC)c1 (stereo unspecified)	0.2	2	0.0	4
CCCCN(C)c1nc2c(c(=O)n(C)c(=O)n2C)n1Cc1ccc(Cl)cc1	0.5	-3	0.3	5
CCSCCSc1nc(-c2ccc(OC)cc2)cc(-c2ccccc2)c1C#N	1.9	10	0.0	0
COc1ccc(N/C(N)=N/c2nc(C)cc(C)n2)c(OC)c1	0.5	1	0.1	4
O=C(Oc1coc(CSc2ncccn2)cc1=O)C1c2ccccc2Oc2ccccc21	-1.4	-22	-0.1	-6
CCC1Oc2ccc(C)cc2N(CC(=O)N(Cc2ccccc2)Cc2ccccn2)C1=O (stereo unspecified)	-0.2	8	-0.1	-2
O=C(CCCn1c(=O)[nH]c2cc(Cl)ccc2c1=O)NC1CCCCCCC1	0.8	-3	0.1	-1
CCCOc1ccc(/C=N\Nc2nccs2)cc1OC	0.4	-6	0.5	15
COc1cc(/C=N/NC(=O)C(NC(=O)c2ccccc2)=C(C)C)cc(Br)c1O	-0.3	-1	0.8	17
COc1ccc(C(CNC(=O)c2cccc(C)c2)N2CCOCC2)cc1 (stereo unspecified)	0.4	-3	0.1	-11
CCN(CC)CCNc1nc(-c2cccs2)c(CC(=O)O)s1	0.9	5	0.1	79*
O=C(Cn1nc(-c2ccccc2F)ccc1=O)NCc1ccc2c(c1)OCO2	0.0	6	-0.1	-2
CCOC(=O)CN(C)c1nc(-c2ccccc2)cs1	-0.5	-60	0.0	-11

Fetched by compound from the list above (7):
SMILES	GPR151 ag	TEAD-YAP block	FBW7 activator	MITF inh
COc1ccc(CNc2ccc3c(c2)ncn3C)c(OC)c1	-0.9	-55	-0.2	-4
O=C(Cn1nc(-c2ccccc2F)ccc1=O)NCc1ccc2c(c1)OCO2	0.0	6	-0.1	-2
COc1cc2nc(Nc3nc(C)c(C(C)=O)s3)sc2cc1OC	-1.3	8	0.0	-15
CCCCN(C)c1nc2c(c(=O)n(C)c(=O)n2C)n1Cc1ccc(Cl)cc1	0.5	-3	0.3	5
COc1ccc(C2(NC(=O)c3cnccn3)CCCC2)cc1	0.6	4	0.1	0
Cc1n[nH]c(C)c1S(=O)(=O)Nc1cccc(C(F)(F)F)c1	1.0	-1	-0.1	2
CCC1Oc2ccc(C)cc2N(CC(=O)N(Cc2ccccc2)Cc2ccccn2)C1=O (stereo unspecified)	-0.2	8	-0.1	-2

High-throughput results from PubChem.
